Bioassay records deposited in PubChem by several laboratories.
Tat transport – blocks Tat-dependent protein export in E. coli | E. coli MC4100 TorA-mCherry Tat export, fluorescence | inhibition, % at 10 µM | 340,000 compounds, 0.036% hits;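 active = mean replicate inhibition at least 50% and at least half of replicates individually reaching 50%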;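 note: exported cargo escapes ClpAP degradation while cytoplasmic cargo is degraded and loses fluorescence; 0% = median of neutral control wells and 100% = median of NaSCN control wells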
E coli growth – counter-screen for AddAB inhibitors: E. coli growth inhibition; E. coli V3065 growth, OD600 absorbance, 18 h; inhibition, % at 11.9 µM; 330,000 compounds, 0.27% hits;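 active = inhibition above the campaign's mean inhibition across all tested compounds plus 3 SD, cut at about 9.9% in these data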;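 note: uninfected addAB+ strain grown without phage in ampicillin broth; 0% = DMSO wells and 100% = ciprofloxacin 0.95 µg/ml wells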
CDK5 inh – CDK5/p35 (human) kinase inhibition; Q00535+Q15078; Recombinant CDK5/p35, ADP-Glo luminescence, 60 min; inhibition, % at 10 µM; 330,000 compounds, 0.01% hits; AID 488839;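 active = highest replicate inhibition of at least 50% and at least 75% of replicates reaching 50%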;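 note: plate controls were DMSO neutral control for no effect and GW8510 at 10 µM for full effect; many of its hits are not listed in these tables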
AddAB inh – less growth of phage-infected E. coli with AddAB | inhibition, % at 11.9 µM | 330,000 compounds, 0.29% hits | E. coli expressing H. pylori AddAB, absorbance growth | AID 435030; in the data active = inhibition above about 12%;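 note: 0% = vehicle wells of infected cells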
phage Ecoli inh – E. coli growth loss with phage present | growth absorbance | inhibition, % at 11.9 µM | 360,000 compounds, 0.26% hits; in the data active = inhibition above about 11%
PKA-R2B activ – activates the human PKA-R2B holoenzyme complex | activation, % at 11.4 µM | P22694+P31323 | PKA-R2B holoenzyme dissociation, Cy5-IP20 fluorescence polarization; R2B truncated from residue 108, S112A mutant; 0% DMSO only, 100% 113 µM cGMP | 340,000 compounds, 0.079% hits;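 active = activation above a cutoff set at the mean over all compounds plus 3 SD, cut at about 18% in these data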;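 note: higher means more holoenzyme dissociation and a rise in polarization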
PKA-R1A act – PKA-R1A complex activation; P00514+P68181; PKA-R1A dissociation, Cy5-IP20 fluorescence polarization; scaled: DMSO 0%, 113 µM cGMP 100%; activation, % at 11.4 µM; 340,000 compounds, 0.083% hits;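 active = percent activation above the mean of all tested compounds plus 3 SD, cut at about 19% in these data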;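 note: higher means more PKAc released from R1A so a rise in polarization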
DAGLB inh – diacylglycerol lipase beta (human) inhibition | 340,000 compounds, 0.059% hits | inhibition, % at 5.17 µM | HEK293T DAGLB membrane lysate, EnzChek fluorogenic substrate | Q8NCG7; in the data active = inhibition above about 34%;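 note: 0% = enzyme with vehicle and 100% = wells lacking enzyme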
Target sequence (Q8NCG7 whole entry, looked up): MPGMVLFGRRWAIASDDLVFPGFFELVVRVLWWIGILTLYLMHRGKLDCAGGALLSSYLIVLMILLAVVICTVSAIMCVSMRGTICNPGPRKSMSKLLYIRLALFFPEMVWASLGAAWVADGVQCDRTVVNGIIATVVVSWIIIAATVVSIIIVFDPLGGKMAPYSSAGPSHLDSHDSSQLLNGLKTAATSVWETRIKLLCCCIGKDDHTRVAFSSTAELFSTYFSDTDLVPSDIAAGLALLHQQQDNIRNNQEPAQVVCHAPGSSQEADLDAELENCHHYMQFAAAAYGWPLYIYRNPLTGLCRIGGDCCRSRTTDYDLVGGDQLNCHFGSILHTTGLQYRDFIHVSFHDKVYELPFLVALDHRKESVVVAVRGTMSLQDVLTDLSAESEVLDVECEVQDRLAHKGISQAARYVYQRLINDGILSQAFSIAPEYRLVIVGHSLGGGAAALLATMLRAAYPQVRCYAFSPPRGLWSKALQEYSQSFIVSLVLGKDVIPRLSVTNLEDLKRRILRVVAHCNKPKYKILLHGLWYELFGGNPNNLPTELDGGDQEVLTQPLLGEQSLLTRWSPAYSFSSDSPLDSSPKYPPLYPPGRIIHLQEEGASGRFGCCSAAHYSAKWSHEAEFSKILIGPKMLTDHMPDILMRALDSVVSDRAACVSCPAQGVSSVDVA
SUMO Mot1 rescue – inhibitors of SUMOylation pathway: yeast Mot1-301 growth rescue. AID 2716. 320,000 compounds, 1% hits. S. cerevisiae Mot1-301 growth rescue, ATP luminescence, 38.5C; percent above DMSO median, 100 means doubled. growth rescue, % at 18.8 µM;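 active = every valid replicate shows activation above 250% relative to neutral control wells; inactive = the rest, any valid replicate at or below 250%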;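 note: OY570 slx delta 5 strain wells were the positive control but not used for scaling; some compounds called inactive have numbers as strong as hits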
HTR5A inv ag – HTR5A inverse agonism, opioid heterodimer counter-screen | HTR5A cell line, luminescence | inhibition, % at 9.3 µM | 340,000 compounds, 0.083% hits; in the data active = inhibition mostly above about 23%, no sharp cut-off; inactive = mostly below about 18%;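 note: 0% = cells with DMSO and 100% = no-cell wells with DMSO; some compounds called inactive have numbers as strong as hits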
Target sequence (P47898 whole entry, looked up): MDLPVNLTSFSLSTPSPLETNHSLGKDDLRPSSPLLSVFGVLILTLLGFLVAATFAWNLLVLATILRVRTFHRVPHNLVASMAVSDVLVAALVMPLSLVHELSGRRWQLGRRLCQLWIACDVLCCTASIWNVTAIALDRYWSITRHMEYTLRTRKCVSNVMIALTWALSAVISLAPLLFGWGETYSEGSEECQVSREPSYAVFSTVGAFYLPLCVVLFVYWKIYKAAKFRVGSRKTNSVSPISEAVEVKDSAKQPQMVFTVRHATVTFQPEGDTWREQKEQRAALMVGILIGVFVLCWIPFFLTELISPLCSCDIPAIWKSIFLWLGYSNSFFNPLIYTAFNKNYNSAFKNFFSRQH
HTR5A ag – HTR5A agonism, opioid heterodimer counter-screen | activation, % at 9.3 µM | 340,000 compounds, 0.61% hits | HTR5A agonist assay, luminescence, cell-based | P47898; in the data active = activation mostly above about 9.5%, no sharp cut-off; inactive = mostly below about 7.6%;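 note: 0% = cells with vehicle only and 100% = reference agonist; strong numbers were not always called active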
Active calls of the source: *.

What do the screens show for `COc1cccc2nc3c(C(=O)NCCN(C)C)cccc3cc12`?
Tat transport: 2; CDK5 inh: 1.5; phage Ecoli inh: -0.2; PKA-R2B activ: -2; PKA-R1A act: -5; DAGLB inh: -5; HTR5A inv ag: -19; HTR5A ag: 5

What do the screens show for `Cc1cc(C)c2c(c1)c1nnc(SCCN3CCCCC3)nc1n2C`?
Tat transport: -10; CDK5 inh: 1.6; phage Ecoli inh: 2.0; PKA-R2B activ: -14; PKA-R1A act: -16; DAGLB inh: -2; HTR5A inv ag: 2; HTR5A ag: 0

What do the screens show for `CCN(C(=O)c1cc(Cl)ccc1OC)C1CCCCC1`?
Tat transport: -2; E coli growth: 2.9; CDK5 inh: 0.3; AddAB inh: 3.5; phage Ecoli inh: 0.9; PKA-R2B activ: 2; PKA-R1A act: -12; DAGLB inh: -2; SUMO Mot1 rescue: 6; HTR5A inv ag: 22; HTR5A ag: -2

Results for Cc1ccnc2nc(C(=O)OCC(=O)N3CC(C)CC(C)C3)nn12 (stereo unspecified) ?
Tat transport: -1; CDK5 inh: 0.1; phage Ecoli inh: 4.4; PKA-R2B activ: -5; PKA-R1A act: -9; DAGLB inh: 1; HTR5A inv ag: -13; HTR5A ag: 5

What do the screens show for `CCOC(=O)CN1C(=O)C(O)=C(C(C)=O)C1c1ccccc1` (stereo unspecified)?
Tat transport: -2; E coli growth: -1.6; CDK5 inh: -1.3; AddAB inh: 3.1; phage Ecoli inh: 1.6; PKA-R2B activ: 0; PKA-R1A act: -14; DAGLB inh: 2; SUMO Mot1 rescue: -10; HTR5A inv ag: 11; HTR5A ag: -4

What do the screens show for `COc1ccc(Cl)cc1NC(=S)NCCc1c[nH]c2ccccc12`?
Tat transport: -2; E coli growth: 1.1; CDK5 inh: -0.8; AddAB inh: 3.2; phage Ecoli inh: 0.0; PKA-R2B activ: -6; PKA-R1A act: -2; DAGLB inh: 1; SUMO Mot1 rescue: 4; HTR5A inv ag: -34; HTR5A ag: -2

Results for COCc1cc(C)nc(SCC(=O)Nc2cccc3cccnc23)c1C#N ?
Tat transport: -2; E coli growth: -3.3; CDK5 inh: -1.0; AddAB inh: -0.5; phage Ecoli inh: 2.8; PKA-R2B activ: 2; PKA-R1A act: 2; DAGLB inh: -1; SUMO Mot1 rescue: -9; HTR5A inv ag: 6; HTR5A ag: -2

How did O=C(CNC(=O)c1ccc(F)cc1)NCc1ccc(S(=O)(=O)N2CCOCC2)cc1 do in these assays?
Tat transport: -2; CDK5 inh: -1.1; phage Ecoli inh: 7.5; PKA-R2B activ: 6; PKA-R1A act: 0; DAGLB inh: 2; HTR5A inv ag: -13; HTR5A ag: 3

How did CCOc1ccc(NC(=O)Nc2ccccc2SC)cc1 do in these assays?
Tat transport: -2; E coli growth: 3.0; CDK5 inh: -0.2; AddAB inh: 1.2; phage Ecoli inh: 2.7; PKA-R2B activ: -11; PKA-R1A act: -4; DAGLB inh: -2; SUMO Mot1 rescue: -18; HTR5A inv ag: 9; HTR5A ag: -5

Results for CCc1[nH]nc2c1C(c1ccc(C)o1)C(C#N)=C(N)O2 (stereo unspecified) ?
Tat transport: -11; E coli growth: 1.8; CDK5 inh: -0.3; AddAB inh: 0.7; phage Ecoli inh: 2.4; PKA-R2B activ: -4; PKA-R1A act: 2; DAGLB inh: -2; SUMO Mot1 rescue: 3; HTR5A inv ag: 0; HTR5A ag: 0

Results for Cc1cc(C)c(NC(=O)CSc2nc(=O)n(CCN3CCOCC3)c3c2CCC3)c(C)c1 ?
Tat transport: 1; E coli growth: -1.1; CDK5 inh: 0.4; AddAB inh: -2.9; phage Ecoli inh: 3.2; PKA-R2B activ: -6; PKA-R1A act: -10; DAGLB inh: -1; SUMO Mot1 rescue: 2; HTR5A inv ag: -13; HTR5A ag: -1

How did O=C(COc1coc(CN2CCN(c3ccccc3)CC2)cc1=O)NC1CCCC1 do in these assays?
Tat transport: -4; E coli growth: 3.0; CDK5 inh: -0.6; AddAB inh: 1.0; phage Ecoli inh: 0.4; PKA-R2B activ: 0; PKA-R1A act: -3; DAGLB inh: 0; SUMO Mot1 rescue: 4; HTR5A inv ag: -24; HTR5A ag: 9

What do the screens show for `CC(C)(C)OCC(NC(=O)C(CC(N)=O)NC(=O)OC(C)(C)C)C(=O)OC(C)(C)C` (stereo unspecified)?
Tat transport: 4; E coli growth: 1.9; CDK5 inh: 0.0; AddAB inh: 3.1; phage Ecoli inh: 1.6; PKA-R2B activ: 9; PKA-R1A act: 1; DAGLB inh: -1; SUMO Mot1 rescue: -9; HTR5A inv ag: -19; HTR5A ag: 3

Results for O=C(N/N=C/c1cc2c(c([N+](=O)[O-])c1)OCO2)c1ccncc1 ?
Tat transport: -1; E coli growth: -0.9; CDK5 inh: -4.2; AddAB inh: 4.5; phage Ecoli inh: 0.5; PKA-R2B activ: -5; PKA-R1A act: 7; DAGLB inh: 2; SUMO Mot1 rescue: -4; HTR5A inv ag: -15; HTR5A ag: 4

Results for COc1ccc(NC(=O)NC23CC4(C)CC(C)(CC(C)(C4)C2)C3)cc1OC ?
Tat transport: -4; E coli growth: -0.2; CDK5 inh: -1.6; AddAB inh: 2.5; phage Ecoli inh: 5.4; PKA-R2B activ: -12; PKA-R1A act: -6; DAGLB inh: 0; SUMO Mot1 rescue: -19; HTR5A inv ag: -3; HTR5A ag: 1

Results for COc1ccc(NC(=O)c2nnn(CC(=O)Nc3ccc4c(c3)OCO4)c2N)cc1OC ?
Tat transport: 1; E coli growth: -0.3; CDK5 inh: -0.1; AddAB inh: 3.9; phage Ecoli inh: 0.4; PKA-R2B activ: -2; PKA-R1A act: 1; DAGLB inh: 1; SUMO Mot1 rescue: -13; HTR5A inv ag: 9; HTR5A ag: -2

Results for COc1ccc(NC(=O)CS(=O)CC(=O)NC2CCCc3ccccc32)cc1 (stereo unspecified) ?
Tat transport: -7; E coli growth: -0.3; CDK5 inh: 0.8; AddAB inh: 1.0; phage Ecoli inh: 3.5; PKA-R2B activ: -7; PKA-R1A act: -7; DAGLB inh: -1; SUMO Mot1 rescue: 3; HTR5A inv ag: -12; HTR5A ag: 0

Results for CC(C)Sc1nnc(NC(=O)CCc2ccccc2)s1 ?
Tat transport: 2; E coli growth: 2.8; CDK5 inh: -1.2; AddAB inh: 2.2; phage Ecoli inh: 2.3; PKA-R2B activ: 10; PKA-R1A act: 4; DAGLB inh: 0; HTR5A inv ag: -7; HTR5A ag: 3

What do the screens show for `CC(NC(=O)C1CCCC1)C1CC2CCC1C2` (stereo unspecified)?
Tat transport: 12; E coli growth: 0.0; CDK5 inh: -3.9; AddAB inh: 2.0; phage Ecoli inh: 4.3; PKA-R2B activ: -3; PKA-R1A act: 20*; DAGLB inh: -1; SUMO Mot1 rescue: 20; HTR5A inv ag: 3; HTR5A ag: -1

How did Nn1cnnc1SCC(=O)N(C1CCCCC1)C1CCCCC1 do in these assays?
Tat transport: -6; E coli growth: 1.1; CDK5 inh: 1.4; AddAB inh: 3.8; phage Ecoli inh: 3.9; PKA-R2B activ: -5; PKA-R1A act: -2; DAGLB inh: -2; SUMO Mot1 rescue: -8; HTR5A inv ag: -12; HTR5A ag: 5

Retrieved by structure from the list above:
How did O=C(COc1coc(CN2CCN(c3ccccc3)CC2)cc1=O)NC1CCCC1 do in these assays?
Tat transport: -4; E coli growth: 3.0; CDK5 inh: -0.6; AddAB inh: 1.0; phage Ecoli inh: 0.4; PKA-R2B activ: 0; PKA-R1A act: -3; DAGLB inh: 0; SUMO Mot1 rescue: 4; HTR5A inv ag: -24; HTR5A ag: 9

Results for Cc1cc(C)c(NC(=O)CSc2nc(=O)n(CCN3CCOCC3)c3c2CCC3)c(C)c1 ?
Tat transport: 1; E coli growth: -1.1; CDK5 inh: 0.4; AddAB inh: -2.9; phage Ecoli inh: 3.2; PKA-R2B activ: -6; PKA-R1A act: -10; DAGLB inh: -1; SUMO Mot1 rescue: 2; HTR5A inv ag: -13; HTR5A ag: -1

Results for CCc1[nH]nc2c1C(c1ccc(C)o1)C(C#N)=C(N)O2 (stereo unspecified) ?
Tat transport: -11; E coli growth: 1.8; CDK5 inh: -0.3; AddAB inh: 0.7; phage Ecoli inh: 2.4; PKA-R2B activ: -4; PKA-R1A act: 2; DAGLB inh: -2; SUMO Mot1 rescue: 3; HTR5A inv ag: 0; HTR5A ag: 0

Results for COCc1cc(C)nc(SCC(=O)Nc2cccc3cccnc23)c1C#N ?
Tat transport: -2; E coli growth: -3.3; CDK5 inh: -1.0; AddAB inh: -0.5; phage Ecoli inh: 2.8; PKA-R2B activ: 2; PKA-R1A act: 2; DAGLB inh: -1; SUMO Mot1 rescue: -9; HTR5A inv ag: 6; HTR5A ag: -2

(next part)
How did COc1cc(S(=O)(=O)N2CCN(c3ccc(F)cc3)CC2)ccc1Cl do in these assays?
Tat transport: -4; E coli growth: -0.1; CDK5 inh: -0.4; AddAB inh: -1.0; phage Ecoli inh: 3.5; PKA-R2B activ: 6; PKA-R1A act: 1; DAGLB inh: -5; SUMO Mot1 rescue: -15; HTR5A inv ag: 2; HTR5A ag: 0

What do the screens show for `O=C(Nc1nccs1)Oc1ccccc1`?
Tat transport: -6; E coli growth: -1.5; CDK5 inh: -3.7; AddAB inh: 0.3; phage Ecoli inh: 3.1; PKA-R2B activ: -1; PKA-R1A act: 2; DAGLB inh: 0; SUMO Mot1 rescue: 106; HTR5A inv ag: 7; HTR5A ag: -3

What do the screens show for `CCOc1ccc(CNn2cnnc2)cc1`?
Tat transport: 6; E coli growth: -1.3; CDK5 inh: -2.1; AddAB inh: 1.9; phage Ecoli inh: 1.5; PKA-R2B activ: 1; PKA-R1A act: 6; DAGLB inh: -3; SUMO Mot1 rescue: 16; HTR5A inv ag: -16; HTR5A ag: 4

Results for O=C(NCCNC(=O)c1cccc(O)c1)c1cccc(O)c1 ?
Tat transport: 1; E coli growth: 1.2; CDK5 inh: 0.2; AddAB inh: -0.3; phage Ecoli inh: 0.3; PKA-R2B activ: 0; PKA-R1A act: -2; DAGLB inh: -1; SUMO Mot1 rescue: 137; HTR5A inv ag: 3; HTR5A ag: -1

Results for COc1ccc(C(=O)/C=C/Nc2ccc(S(=O)(=O)Nc3cc(OC)nc(OC)n3)cc2)c(OC)c1 ?
Tat transport: 2; E coli growth: 4.0; CDK5 inh: 0.5; AddAB inh: 5.1; phage Ecoli inh: 4.2; PKA-R2B activ: -5; PKA-R1A act: 2; DAGLB inh: 0; SUMO Mot1 rescue: 3; HTR5A inv ag: -11; HTR5A ag: 4

Results for COc1ccc(C2CC(C(F)(F)F)n3ncc(C(=O)NCc4cccnc4)c3N2)cc1OC (stereo unspecified) ?
Tat transport: 2; E coli growth: -1.9; CDK5 inh: -1.8; AddAB inh: 1.4; phage Ecoli inh: 0.8; PKA-R2B activ: -6; PKA-R1A act: -13; DAGLB inh: 0; SUMO Mot1 rescue: -28; HTR5A inv ag: -9; HTR5A ag: 4

How did COc1ccc(S(=O)(=O)N2CCC(C(=O)NCC3CCCO3)CC2)cc1OC (stereo unspecified) do in these assays?
Tat transport: 0; E coli growth: -1.8; CDK5 inh: 1.3; AddAB inh: 1.2; phage Ecoli inh: 2.0; SUMO Mot1 rescue: 21
